Hsp70 displacement: small molecules displacing fluorescent ligand from Hsp70 – biochemical, fluorescence polarization, primary screen (AID 583). Hsp70 fluorescence polarization probe displacement, mP; higher % means a stronger effect. 140,000 compounds, 0.06% hits. displacement, % at 20 µM; hits with a dose series show IC50 in µM; in the data active = displacement above about 50%;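 note: plate controls were vehicle for no effect and reference ligand for full effect; a part of the inactive calls stands beside numbers as strong as those of hits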
Rat MKP-3 inhibitors: inhibition of rat DUSP6 enzyme activity – biochemical, in vitro, primary screen (AID 425) | inhibition, % at 20 µM, or IC50 in µM where a hit was titrated | recombinant MKP-3 phosphatase activity, fluorescence; higher % means a stronger effect | 110,000 compounds, 0.17% hits; in the data active = inhibition above about 50%;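 note: plate controls were vehicle for no effect and reference inhibitor for full effect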
Active calls of the source: *; & = joins results of further samples.

How did CCC(=O)Nc1ccc(C(=O)Nc2ccc3c(c2)OCO3)cc1 do in these assays?
Hsp70 displacement: 3.1%; Rat MKP-3 inhibitors: 2%

Results for COc1cc(OC)c(OC)cc1CN1CCc2ccccc2C1 ?
Hsp70 displacement: -1.4%

What do the screens show for `CC(C)CC1CC(C)(C(=O)CSc2n[nH]c(-c3ccccc3)n2)OC1=O` (centres undefined)?
Hsp70 displacement: -2.3%; Rat MKP-3 inhibitors: 7%

Results for CCOC(=O)N1CCN(C(=O)CN(c2ccc(OCC)cc2)S(C)(=O)=O)CC1 ?
Hsp70 displacement: -6.1%

Results for c1ccc(CCCN2CCN(Cc3ccncc3)CC2)cc1 ?
Hsp70 displacement: -1.0%; Rat MKP-3 inhibitors: 3%

Results for CCOC(=O)c1ccc(NC(=S)NC(NC(=O)c2ccccc2)C(Cl)(Cl)Cl)cc1 (centres undefined) ?
Hsp70 displacement: -7.7%; Rat MKP-3 inhibitors: 6%

What do the screens show for `COc1ccccc1C(=O)Nc1ccc(F)c(Cl)c1`?
Hsp70 displacement: 2.0%; Rat MKP-3 inhibitors: 0%

What do the screens show for `O=C(CCc1ccccc1)Nc1nnc(-c2ccncc2)s1`?
Hsp70 displacement: 8.3%; Rat MKP-3 inhibitors: 0%

How did COC(=O)C1=C(C)N(C)C(C)=C(C(=O)OC)C1c1ccc(Cl)cc1Cl do in these assays?
Hsp70 displacement: 1.9%; Rat MKP-3 inhibitors: 4%

Results for COc1ccccc1C(=O)Nc1ccccc1SC ?
Hsp70 displacement: 1.0%; Rat MKP-3 inhibitors: -7%

What do the screens show for `Cc1ccc(N=Cc2ccc([N+](=O)[O-])s2)c(C)c1`?
Hsp70 displacement: 3.8%; Rat MKP-3 inhibitors: -2%

Results for CCOC(=O)N1CCC(Nc2nc3ccccc3n3nnnc23)CC1 ?
Hsp70 displacement: 14%; Rat MKP-3 inhibitors: 3%

Results for COc1ccc(/C(O)=C2/C(=O)C(=O)N(CCN3CCOCC3)C2c2ccccn2)cc1 (centres undefined) ?
Hsp70 displacement: -0.7%; Rat MKP-3 inhibitors: -2%

What do the screens show for `Cc1cc(C)n2nc(C(=O)Nc3ccc4c(c3)OCO4)cc2n1`?
Hsp70 displacement: 7.2%

Results for CC(C(=O)N1CCN(Cc2ccc(Cl)cc2)CC1)N1C(=O)c2ccccc2C1=O (centres undefined) ?
Hsp70 displacement: 1.4%; Rat MKP-3 inhibitors: 5%

Results for Cc1ccccc1N1C(=O)C(O)=C(C(=O)/C=C/c2ccccc2)C1c1ccc([N+](=O)[O-])cc1 (centres undefined) ?
Hsp70 displacement: -0.7%; Rat MKP-3 inhibitors: 6%

What do the screens show for `CCOc1ccc(S(=O)(=O)N2CCN(c3ccccc3OC)CC2)cc1`?
Hsp70 displacement: 8.1%; Rat MKP-3 inhibitors: 1%

What do the screens show for `Cc1ccc(N(CC(=O)N2CCOCC2)S(=O)(=O)c2ccccc2)cc1`?
Hsp70 displacement: 6.9%

Results for Cc1ccc(C2CC(c3cccs3)n3nc(N)nc3N2)cc1 (centres undefined) ?
Hsp70 displacement: 1.1%; Rat MKP-3 inhibitors: -1%

What do the screens show for `CN1CCN(Cn2c(O)c(N=NC(=O)c3ccccc3)c3ccccc32)CC1`?
Hsp70 displacement: -1.3%; Rat MKP-3 inhibitors: 2%

How did CCCc1ccc(C(=O)O/N=C(\N)c2ccccn2)cc1 do in these assays?
Hsp70 displacement: 3.6%; Rat MKP-3 inhibitors: -5%

Results for CCCc1nnc(NC(=O)c2c(O)c3c([nH]c2=O)CCCC3)s1 ?
Hsp70 displacement: 1.3%; Rat MKP-3 inhibitors: 0%

How did CCOCCCn1c(=S)[nH]c2cc(C(=O)NCCOC)ccc2c1=O do in these assays?
Hsp70 displacement: 2.5%; Rat MKP-3 inhibitors: -3%

What do the screens show for `Cc1ccc(-n2nc3cc(C)c(NC(=O)/C=C\c4ccco4)cc3n2)cc1`?
Hsp70 displacement: 2.0%; Rat MKP-3 inhibitors: 4%

How did Cc1cccc2cc(CN(CC3CCCO3)C(=O)c3cccnc3)c3nnnn3c12 (centres undefined) do in these assays?
Hsp70 displacement: 0.3%; Rat MKP-3 inhibitors: -10%

Results for O=S(=O)(CCc1nc2ccccc2s1)c1ccc(Cl)cc1 ?
Hsp70 displacement: 0.5%&1.3%; Rat MKP-3 inhibitors: 5%

What do the screens show for `Cc1cc(C)nc(SCC(=O)Nc2ccc(Br)cn2)n1`?
Hsp70 displacement: 7.8%; Rat MKP-3 inhibitors: -2%

What do the screens show for `Cc1nc2nc(SCC(=O)NCCN3CCOCC3)nn2c(C)c1Cc1ccccc1`?
Hsp70 displacement: 5.2%

Results for Cc1cc(Oc2ccc(-c3ccccc3)cc2)nc(N2CCOCC2)n1 ?
Hsp70 displacement: 1.5%; Rat MKP-3 inhibitors: -18%

Results for COc1cc(S(=O)(=O)Nc2cccc(C(=O)O)c2)c(OC)cc1Cl ?
Hsp70 displacement: 2.3%

Brought forward from above: 2 entries; new compounds follow.
Results for Cc1cc(Oc2ccc(-c3ccccc3)cc2)nc(N2CCOCC2)n1 ?
Hsp70 displacement: 1.5%; Rat MKP-3 inhibitors: -18%

Results for COc1cc(S(=O)(=O)Nc2cccc(C(=O)O)c2)c(OC)cc1Cl ?
Hsp70 displacement: 2.3%

What do the screens show for `COc1ccccc1NC(=O)/C(=C\c1cccnc1)NC(=O)c1ccc(C)cc1`?
Hsp70 displacement: 1.3%; Rat MKP-3 inhibitors: 0%

What do the screens show for `O=C1C(=Cc2cc(Br)ccc2OCc2ccccc2)C(=O)c2ccccc21`?
Hsp70 displacement: 9.0%; Rat MKP-3 inhibitors: 6%

Results for CCOC(=O)N1CCN(C(=O)c2ccccc2-c2ccccc2)CC1 ?
Hsp70 displacement: 0.4%; Rat MKP-3 inhibitors: -4%

What do the screens show for `Cc1ccc2nsnc2c1S(=O)(=O)NCc1ccc2c(c1)OCO2`?
Hsp70 displacement: -0.2%; Rat MKP-3 inhibitors: -6%

How did COc1ccc(OC(C)C(=O)Nc2cccc(OC)c2)cc1 (centres undefined) do in these assays?
Hsp70 displacement: -1.7%&-0.5%; Rat MKP-3 inhibitors: -2%&3%

How did COCCCNC(=O)C1CC(=O)N(CCc2ccccc2)C1 (centres undefined) do in these assays?
Hsp70 displacement: 3.4%

What do the screens show for `CC(=O)NC1=C(Cl)C(=O)c2ccccc2C1=O`?
Hsp70 displacement: 9.7%; Rat MKP-3 inhibitors: 106%*

Results for CC(=NC1CCCC1)c1c(C)[nH]n(-c2nc3ccccc3s2)c1=O ?
Hsp70 displacement: -1.4%; Rat MKP-3 inhibitors: -5%

Results for Cc1nn(Cc2ccc(F)cc2)c(C)c1NC(=O)c1cnn2cccnc12 ?
Hsp70 displacement: 0.6%; Rat MKP-3 inhibitors: -5%

Results for O=C(CN1C(=O)c2ccccc2C1=O)Nc1ccccc1C(=O)NC1CCCCCC1 ?
Hsp70 displacement: 4.6%

Results for COc1ccc(-n2c(=O)c3c4c(sc3n3c(SCCC(C)C)nnc23)CCCC4)cc1 ?
Hsp70 displacement: -3.4%; Rat MKP-3 inhibitors: 4%

How did O=C(CSCc1ccccc1Cl)N1CCN(c2ccccn2)CC1 do in these assays?
Rat MKP-3 inhibitors: -2%

Results for CCOC(=O)C(C)Oc1cccc2c(=O)n(CC(=O)Nc3ccc4c(c3)OCCO4)ccc12 (centres undefined) ?
Rat MKP-3 inhibitors: 3%

How did CCOC(=O)CC1(c2ccccc2)CCOC(C)(C)C1 (centres undefined) do in these assays?
Hsp70 displacement: 6.8%

Results for O=C1NC(=S)N(c2ccccc2)C(=O)/C1=C/c1ccc(O)c(Cl)c1 ?
Hsp70 displacement: 2.6%; Rat MKP-3 inhibitors: -5%

How did O=C(CSc1nnc(-c2ccco2)n1Cc1ccccc1)NC(=O)NCc1ccco1 do in these assays?
Hsp70 displacement: -0.3%; Rat MKP-3 inhibitors: -4%

How did COc1cccc(-c2cc(C(=O)O)no2)c1 do in these assays?
Hsp70 displacement: 0.1%

What do the screens show for `C/C(=N\Nc1ccc(F)cc1F)c1ccc(F)cc1`?
Hsp70 displacement: 3.8%

Results for Cc1ccccc1-n1c(Cn2c(=O)sc3ccccc32)nnc1SC(C)C ?
Hsp70 displacement: 12%; Rat MKP-3 inhibitors: 5%

How did CCOC(=O)c1cc(CC)sc1NC(=O)c1cc(NS(=O)(=O)c2ccc(Cl)cc2)ccc1Br do in these assays?
Hsp70 displacement: -0.9%; Rat MKP-3 inhibitors: 0%

Results for Cc1ccc(S(=O)(=O)N(CC(=O)O)Cc2ccccc2)cc1 ?
Hsp70 displacement: -4.8%; Rat MKP-3 inhibitors: -10%

Results for O=C(c1csc2c1CCCC2)N1CCCCC1 ?
Hsp70 displacement: 7.9%; Rat MKP-3 inhibitors: -7%

What do the screens show for `COc1cc2[nH]c3c(=O)n(CCN4CCCCC4)cnc3c2cc1OC`?
Hsp70 displacement: -2.0%; Rat MKP-3 inhibitors: -2%

What do the screens show for `Cc1ccc(NC(=O)CN(C)S(=O)(=O)c2cnc[nH]2)cc1C`?
Hsp70 displacement: -0.2%; Rat MKP-3 inhibitors: -4%

How did CCN(CC)c1ccc(/C=C2\C(=O)NC(=S)N(c3cccc(Br)c3)C2=O)o1 do in these assays?
Hsp70 displacement: -28%; Rat MKP-3 inhibitors: -7%

How did COc1ccccc1-c1nc(-c2cccc([N+](=O)[O-])c2)no1 do in these assays?
Hsp70 displacement: 2.9%; Rat MKP-3 inhibitors: 0%

What do the screens show for `Cc1nnc(SCC(=O)N2CCN(Cc3ccccc3)CC2)s1`?
Hsp70 displacement: -2.5%; Rat MKP-3 inhibitors: -18%

How did COC(=O)C1C(=O)C2=C(CC1C)NC(C)=C(C(=O)OC(C)C)C2c1ccc(C)o1 (centres undefined) do in these assays?
Hsp70 displacement: -2.4%

How did CC(c1ccccc1)C1CC(=O)N(Cc2ccco2)C1=O (centres undefined) do in these assays?
Hsp70 displacement: 2.1%; Rat MKP-3 inhibitors: -10%

What do the screens show for `CNC(=O)CSCCn1c(SCC(=O)NC)nc2ccccc2c1=O`?
Hsp70 displacement: -0.9%; Rat MKP-3 inhibitors: -3%

Random excerpt: five compounds from above.
What do the screens show for `Cc1cc(C)n2nc(C(=O)Nc3ccc4c(c3)OCO4)cc2n1`?
Hsp70 displacement: 7.2%

What do the screens show for `CC(=O)NC1=C(Cl)C(=O)c2ccccc2C1=O`?
Hsp70 displacement: 9.7%; Rat MKP-3 inhibitors: 106%*

What do the screens show for `Cc1cc(C)nc(SCC(=O)Nc2ccc(Br)cn2)n1`?
Hsp70 displacement: 7.8%; Rat MKP-3 inhibitors: -2%

Results for Cc1ccc(S(=O)(=O)N(CC(=O)O)Cc2ccccc2)cc1 ?
Hsp70 displacement: -4.8%; Rat MKP-3 inhibitors: -10%

What do the screens show for `Cc1nnc(SCC(=O)N2CCN(Cc3ccccc3)CC2)s1`?
Hsp70 displacement: -2.5%; Rat MKP-3 inhibitors: -18%

Additional entries.
How did Cc1cccc2cc(CN(Cc3ccccc3)C(=O)N3CCOCC3)c3nnnn3c12 do in these assays?
Hsp70 displacement: -2.0%

Results for OC12CCCCC1C1(O)CCCCC1C1(CCCCC1)O2 (centres undefined) ?
Hsp70 displacement: -2.0%; Rat MKP-3 inhibitors: 0%

How did CCN1CCc2c(sc(NC(=O)Nc3ccc(Cl)c(Cl)c3)c2C(N)=O)C1 do in these assays?
Hsp70 displacement: 65%; Rat MKP-3 inhibitors: 0%

Results for Cc1cc(C)nc(N2CCCC(C(=O)Nc3nnc(C)s3)C2)n1 (centres undefined) ?
Hsp70 displacement: -1.1%; Rat MKP-3 inhibitors: -15%

What do the screens show for `Cc1ccc(-n2c(O)c(C=NC3CCS(=O)(=O)C3)c3ccccc3c2=O)cc1C` (centres undefined)?
Hsp70 displacement: 4.4%

Results for Cc1ccc(Cl)c(OCCCCNC(C)(C)C)c1 ?
Hsp70 displacement: -1.8%; Rat MKP-3 inhibitors: 2%

How did CCOC(=O)C1CCN(Cc2ccc(OC)cc2OC)CC1 do in these assays?
Hsp70 displacement: 3.7%; Rat MKP-3 inhibitors: -1%

What do the screens show for `O=C(CCCN1C(=O)/C(=C/c2ccccc2)SC1=S)Nc1ccccc1C(=O)O`?
Hsp70 displacement: -0.2%; Rat MKP-3 inhibitors: -1%

How did O=C(NCCN1CCOCC1)Nc1ccc(Cl)c(Cl)c1 do in these assays?
Hsp70 displacement: 2.6%; Rat MKP-3 inhibitors: -1%

What do the screens show for `Cc1ccc(S(=O)(=O)c2nc(-c3ccccc3)oc2NCCN2CCOCC2)cc1`?
Hsp70 displacement: -1.3%; Rat MKP-3 inhibitors: -10%

What do the screens show for `CCNS(=O)(=O)c1cc(OC)ccc1OC`?
Hsp70 displacement: 17%

How did CC1(C)CC(=O)C(N=Nc2cc(C(F)(F)F)ccc2Cl)=C(O)C1 do in these assays?
Hsp70 displacement: 12%; Rat MKP-3 inhibitors: -1%

Results for CCOc1ccc(C2c3c(oc4cc(C)c(C)cc4c3=O)C(=O)N2CCCN(C)C)cc1OC (centres undefined) ?
Hsp70 displacement: 4.7%; Rat MKP-3 inhibitors: 2%

How did CC(C)(C)c1ccc(OCC(=O)Nc2ccc(-c3nc4cccnc4o3)cc2)cc1 do in these assays?
Hsp70 displacement: 3.2%

Results for C/C(Cl)=C\Cn1c(NCCc2ccccc2)nc2c1c(=O)n(C)c(=O)n2C ?
Hsp70 displacement: -4.9%; Rat MKP-3 inhibitors: -8%

How did CC(=O)c1ccc(NC(=O)c2ccc(-c3cccc(Cl)c3C)o2)cc1 do in these assays?
Hsp70 displacement: -1.5%; Rat MKP-3 inhibitors: -2%

What do the screens show for `CC1(C)CC(=O)c2cc(C(=O)NC3CCSC3=O)c(=O)n(-c3ccccc3)c2C1` (centres undefined)?
Hsp70 displacement: 2.1%; Rat MKP-3 inhibitors: 0%

Screens: PubChem, Sanford-Burnham Center for Chemical Genomics

Only part of the results is shown, so the mix of outcomes need not match the whole.
